Compound activity as filed in PubChem BioAssay.
CHO-K1 Ca antag – counter-screen for M1 antagonists: effect in parental CHO-K1 cells; ATP-induced calcium, Fluo-8 fluorescence; inhibition, % at 3 µM; hit rate 0.6% among 360,000;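 active = inhibition above a per-plate cutoff, the plate's mean sample inhibition plus 3 SD, cut at about 24% in these data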;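 also: 0% = DMSO plus EC80 ATP and 100% = DMSO alone without ATP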
CHO parental Ca – ATP-evoked calcium signal inhibitors, parental CHO, primary screen, counter-screen for OX1R antagonist project, cell-based, fluorescence, Fluo-8 calcium dye; parental CHO-K1, ATP-induced calcium, Fluo-8 fluorescence; hit rate 0.63% among 330,000; inhibition, % at 5.6 µM;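 active = inhibition above that plate's mean sample inhibition plus 3 SD, cut at about 26% in these data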;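 also: 0% = ATP-challenged DMSO wells and 100% = DMSO wells without ATP; some compounds past the cut are filed as inactive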
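Test system: untransfected parental CHO cell line. Compound: one dose, 5.6 µM nominal. Detection: intracellular calcium via Fluo-8 no-wash fluorescent dye. Measure: % inhibition. Benchmarks: ATP-challenged DMSO wells low, unchallenged DMSO wells high.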
CHRM1 antagonist – human M1 muscarinic receptor antagonists, primary screen, CHO-K1 cells, Fluo-8 calcium fluorescence, 1536-well. Muscarinic acetylcholine receptor M1 (Homo sapiens), P11229. inhibition, % at 3 µM. CHO-K1 hM1, ACh EC80 antagonist. hit rate 1.3% among 360,000;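 active = percent inhibition above its own plate's cutoff, namely the mean of that plate's compound wells plus 3 SD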;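 also: peak over basal fluorescence ratio during 140 s after agonist addition; 0% = ACh EC80 plus DMSO and 100% = DMSO alone without agonist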
Target sequence (P11229 whole entry, looked up): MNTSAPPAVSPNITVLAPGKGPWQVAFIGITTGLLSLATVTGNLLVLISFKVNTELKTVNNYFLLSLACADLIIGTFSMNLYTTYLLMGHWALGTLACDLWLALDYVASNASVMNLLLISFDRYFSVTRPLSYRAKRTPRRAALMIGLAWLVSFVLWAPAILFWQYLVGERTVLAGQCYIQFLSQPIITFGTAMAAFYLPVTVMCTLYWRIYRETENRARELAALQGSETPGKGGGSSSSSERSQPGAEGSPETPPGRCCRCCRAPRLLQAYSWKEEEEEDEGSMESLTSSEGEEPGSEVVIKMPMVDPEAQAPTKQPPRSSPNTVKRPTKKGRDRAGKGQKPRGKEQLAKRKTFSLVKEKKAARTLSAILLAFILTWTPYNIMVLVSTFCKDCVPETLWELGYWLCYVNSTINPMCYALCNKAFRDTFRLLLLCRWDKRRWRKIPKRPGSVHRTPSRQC
M1 ag – human M1 muscarinic receptor agonists, primary screen, Fluo-8 calcium fluorescence, CHO-K1 cells, HTS; CHO-K1 hM1, agonist mode; 0% DMSO, 100% acetylcholine EC100; activation, % at 3 µM; hit rate 0.33% among 360,000;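 active = activation above the run's mean compound activation plus 3 SD, cut at about 16% in these data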;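 also: peak over basal fluorescence ratio within a 140 s kinetic read after compound addition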
CHRM4 agonist – human M4 muscarinic receptor agonists, primary screen, CHO-K1 cells, Fluo-8 calcium fluorescence. Muscarinic acetylcholine receptor M4 (Homo sapiens), P08173. CHO-K1 hM4/Gqi5; vehicle 0%, full acetylcholine response 100%. activation, % at 3 µM. hit rate 0.14% among 360,000;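 active = activation above the run mean over all test wells plus 3 SD, cut at about 32% in these data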;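 also: peak over basal fluorescence ratio per well then scaled between controls; 0% = DMSO wells and 100% = acetylcholine at EC100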
CHRM1 PAM – human M1 muscarinic receptor positive allosteric modulators, primary screen, CHO-K1 cells, Fluo-8 calcium fluorescence, 1536-well. AID 588819, 2011. CHO-K1 hM1, ACh EC20; 0% = ACh EC20, 100% = maximal ACh. activation, % at 3 µM. Muscarinic acetylcholine receptor M1 (Homo sapiens), P11229. hit rate 0.088% among 360,000; in the data active = activation above about 19%, passing the limit was not always enough
OXTR potentiator – human OXTR potentiators, primary screen, fluorescence, CHO-OTR cells, Fluo-8 calcium | Oxytocin receptor (Homo sapiens), P30559 | Fluo-8 calcium fluorescence, potentiator mode; 0% = oxytocin EC15, 100% = EC100 | activation, % at 3 µM | hit rate 0.061% among 320,000;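 active = activation above that plate's cutoff, the mean activation of tested compounds plus 3 SD, cut at about 6.6% in these data, passing the limit was not always enough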;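 also: 100% uses oxytocin at 75 nM as the full agonist control; some results filed as inactive read as strong as hits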
Target sequence (P30559 whole entry, looked up): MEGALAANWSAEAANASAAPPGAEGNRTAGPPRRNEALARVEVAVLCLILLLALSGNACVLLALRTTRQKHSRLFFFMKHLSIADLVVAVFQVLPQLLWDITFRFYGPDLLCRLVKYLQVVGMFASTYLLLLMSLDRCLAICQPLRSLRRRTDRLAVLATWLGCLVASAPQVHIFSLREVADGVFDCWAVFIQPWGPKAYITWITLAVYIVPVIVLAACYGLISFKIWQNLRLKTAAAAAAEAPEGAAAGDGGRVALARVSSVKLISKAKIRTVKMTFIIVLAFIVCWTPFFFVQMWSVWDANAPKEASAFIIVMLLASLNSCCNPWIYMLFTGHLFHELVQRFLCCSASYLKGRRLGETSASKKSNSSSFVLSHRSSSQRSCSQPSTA
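Material: CHO-OTR cells, human receptor; compound dosing: single dose, 3.0 µM nominal final compound concentration; schedule: 6 min compound pre-incubation at room temperature, 100 s kinetic read; measured by: kinetic Fluo-8 calcium fluorescence; read-out basis: % activation vs EC15 and EC100 oxytocin; controls: EC15 oxytocin alone as 0%, 75 nM oxytocin as 100%; replicates: singlicate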
CHRM4 antagonist – human M4 muscarinic receptor antagonists, primary screen, CHO cells, Fluo-8 calcium fluorescence; Muscarinic acetylcholine receptor M4 (Homo sapiens), P08173; CHO-hM4 cells, ACh EC80; inhibition, % at 3 µM; hit rate 0.73% among 360,000; AID 624125, 2012;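 active = inhibition above its plate's cutoff, the mean inhibition of sample wells plus 3 SD, cut at about 27% in these data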;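 also: 0% = acetylcholine EC80 with DMSO and 100% = DMSO without agonist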
CHO-K1 Ca ag – counter-screen for M1 agonists: effect in parental CHO-K1 cells; Fluo-8 calcium fluorescence; scaled to maximal ATP response, vehicle zero; activation, % at 3 µM; hit rate 0.48% among 360,000; in the data active = activation above about 15%;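 also: untransfected CHO-K1 host cells lacking M1 receptor as counterscreen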
The depositor's hits bear a star; / = no result given.

SMILES	CHO-K1 Ca antag	CHO parental Ca	CHRM1 antagonist	M1 ag	CHRM4 agonist	CHRM1 PAM	OXTR potentiator	CHRM4 antagonist	CHO-K1 Ca ag
NCCOc1ccccc1OCCN	-9	-20	7	0	2	-1	-2	0	0.5
CCOC(=O)C1CCN(C(=O)c2cccc(S(=O)(=O)N3c4ccccc4CC3C)c2)CC1 (stereo unspecified)	-6	-19	0	-2	3	-1	-4	-6	1.0
O=C(Cc1ccc(S(=O)(=O)N2CCOCC2)s1)N1CCN(S(=O)(=O)c2ccccc2F)CC1	-14	/	4	-4	6	3	/	2	5.9
COc1cc(C2NC(=O)CCC2[N+](=O)[O-])cc(OC)c1OC (stereo unspecified)	-12	-1	-11	-3	1	7	-4	10	0.7
CC(=O)c1ccc(NS(=O)(=O)c2cccc3cccnc23)cc1	2	/	-7	-2	1	4	/	3	0.4
CN(C)/C=C(\C(=O)c1ccc(Cl)cc1)c1nnnn1-c1ccc(Cl)cc1	-8	-16	-5	-1	2	8	-12	-9	0.2
CC1(C)CC(=O)C(CC2=C(O)CC(C)(C)CC2=O)=C(O)C1	-34	4	-5	0	1	3	-3	-13	0.9
Cc1cc(C)c2c(n1)nn1c(C)c(CCC(=O)NCc3ccco3)c(C)nc21	3	-7	-6	-4	2	2	-3	-7	0.0
N#Cc1c(C(F)(F)F)cc(-c2ccc(Cl)c(Cl)c2)nc1SCCN1CCOCC1	1	-18	9	-2	0	-2	-2	10	0.6
Cc1cccc(N2CCN(C(=O)CC(NC(=O)c3ccccc3Cl)c3ccccc3)CC2)c1C (stereo unspecified)	-2	-29	-6	-8	2	7	-15	-12	0.7
COc1cc(/C=N/NC(=O)c2cccc(S(=O)(=O)N3CCCC3)c2)ccc1O	-3	-7	1	-6	3	-1	-5	-9	0.9
COc1ccccc1N1CC(C(=O)Nc2ccc(S(=O)(=O)N3CCCC3)cc2)CC1=O (stereo unspecified)	-18	-6	-6	-6	0	2	-2	-2	0.6
CCOC(=O)c1cc2c(OC)c(OC)ccc2c2[nH]cc(C#N)c(=O)c12	0	/	-27	0	0	15	/	-2	-0.1
O=C(c1cc(S(=O)(=O)N2CCCCC2)ccc1F)N1CCCCC1	-18	-14	-11	-4	1	10	-3	2	1.2
Cc1cc(O)cc2c1O[C@@](C)(CCC[C@@H](C)CCC[C@@H](C)CCCC(C)C)CC2	3	-3	-29	-1	1	6	-1	-6	1.2
CCCn1c(=N)n(CC(O)c2ccco2)c2ccccc21 (stereo unspecified)	-6	-13	4	-4	1	5	-6	13	1.0
CCN(CC(N)=O)S(=O)(=O)c1ccc(F)cc1	-1	-10	-2	-4	1	3	3	1	0.0
COc1ccc(C(c2nnnn2C2CCCC2)N2CCN(c3ccccc3)CC2)cc1 (stereo unspecified)	4	-12	-17	-5	0	-4	-8	-16	-0.2
Cc1c(C(=S)NC(=O)C2CC2)c(=O)n(-c2ccccc2)n1C	-6	-20	1	-6	0	7	6	-7	0.0
Cc1ccc(C(=O)O)c(NC=O)c1OCc1ccccc1	-20	/	-11	-2	1	8	/	-8	1.1
Cc1ccc(NS(=O)(=O)c2cccc(C(=O)NCC(c3cccs3)N3CCOCC3)c2)cc1 (stereo unspecified)	-3	-28	-4	5	6	4	5	-4	2.6
O=C(Nc1ccsc1C(=O)O)c1ccccc1Cl	2	-4	-12	-3	-1	7	-3	-1	-1.0
CC1(OC(=O)C2CCCC2)C(=O)C=C2C=C(c3ccsc3)N(Cc3ccccc3)C=C2C1=O (stereo unspecified)	-12	-11	12	-10	3	-24	-4	-1	0.0
CC1=C(C(=O)OCc2ccccc2)C(c2cccc(Br)c2)NC(=O)N1 (stereo unspecified)	-2	-15	13	-6	2	-6	2	1	1.4
Cc1csc(N(C)C(=O)CSc2nnc(COc3cccc4ccccc34)o2)n1	6	-15	16	-3	0	-9	-5	1	-0.5
CCSC(=O)CCCCCCCCCCCO	3	-7	-9	-2	0	0	-5	2	-0.2
CCn1c(SCC(=O)Nc2ccc(OC)cc2)nc2c1c(=O)n(C)c(=O)n2C	-9	-9	-19	2	1	21	-12	-17	0.1
NC(=O)c1nnn(-c2ccc([N+](=O)[O-])cc2)c1-c1ccccc1	5	-2	-4	0	0	13	-7	-1	0.1
NC(=O)c1ccc(NC(=O)CCC(=O)c2cccs2)cc1	-7	-5	8	-3	1	-4	-15	2	0.8
CCNC(=O)C1(C)CCCN(Cc2cc3ccccc3o2)C1 (stereo unspecified)	-6	/	-18	-6	0	6	/	-15	0.8
COC(=O)c1sc2nc3c(cc2c1N)C(=O)CC(C)(C)C3	-8	-16	-9	-2	2	9	0	1	0.4
COc1ccc(Nc2nc(N3CCN(C)CC3)nc3ccccc23)c(OC)c1	-16	-13	0	-15	1	4	-5	0	1.2
COc1cc(NS(C)(=O)=O)cc(OC)c1OC	-6	-3	1	-6	2	9	-6	-2	0.8
CCOC(=O)N1CCC(c2cc(=O)n3[nH]c(C)c(-c4ccc(F)cc4)c3n2)CC1	-7	4	-4	-3	-1	2	0	3	-0.3
Cc1ccc(C(=O)NCC(=O)N2CCCN(C)CC2)cc1C	-10	4	-2	-7	0	3	0	-27	0.2
N#CC(=NCc1cccnc1)C1=C(O)c2ccccc2C1=O	-12	-15	-19	-2	-2	17	0	-14	-0.2
COc1ccccc1CNC(=O)C/C(C)=N/NC(=O)COc1ccc(C)cc1Br	-15	-10	-10	-6	0	-1	-2	2	0.2
Cc1ccc(NC(=O)C2CCN(c3cnccn3)CC2)cc1C	-14	-21	-9	-5	2	9	-4	-4	1.0
CCOc1ccccc1-n1c(COc2ccccc2)nnc1SCC(N)=O	-28	5	-5	0	1	7	-3	-10	0.8
COc1cc(OC)c(N(C)S(=O)(=O)c2cccc(C(=O)OCC(=O)N(C)Cc3ccccc3)c2)cc1Cl	-9	/	19	-3	6	-8	/	1	1.1
CCc1ccc(NC(=O)C2=CC(c3ccc(OC)cc3)=NS(=O)(=O)N2C)cc1	-7	2	-3	0	4	-4	-5	-3	5.0
COc1ccc(S(=O)(=O)N2CCCCC2)cc1NC(=O)c1ccccc1	5	-3	1	0	0	1	-13	4	4.4
CC(Nc1nc2ccccc2n2cnnc12)c1ccccc1 (stereo unspecified)	-13	-33	-9	2	3	11	2	-4	2.6
Cc1cc(C(F)(F)F)nc(Nc2nc(C)c3ccccc3n2)n1	-10	-16	-6	0	2	6	-4	-6	0.0
O=C(c1ccc(Cl)c([N+](=O)[O-])c1)N(Cc1ccco1)C1CCS(=O)(=O)C1 (stereo unspecified)	-10	-23	10	-1	1	-3	-8	6	0.6
O=C(CCl)N1c2ccccc2Sc2ccc3ccccc3c21	5	/	-12	-4	3	6	/	-17	1.1
O=C(CCNC(=O)c1ccccc1)OCN1C(=O)c2ccccc2C1=O	3	-6	-10	-4	1	4	0	-12	0.6
CC(=O)Nc1ccc(-c2csc(NC(=O)Cc3cccc(F)c3)n2)cc1	-10	-13	5	-4	8	-2	-1	6	1.1
O=C(CN1CCN(C2CCCCC2)CC1)c1ccc2cc[nH]c2c1	-10	-7	-14	-6	1	8	-1	-15	0.2
C=CCN1N=C(/C=C/c2ccccc2)CCC1=O	10	-8	-9	-5	0	6	-10	0	-0.3
COc1ccc(CN2CCCC(C(=O)c3ccc(SC)cc3)C2)cc1Cn1cccn1 (stereo unspecified)	18	-23	88*	-4	5	-25	-3	37*	2.2
O=C(O)COc1ccc(/C=N/n2c(COc3ccccc3)nc3ccccc3c2=O)cc1	8	-4	-5	-3	2	-5	3	-2	0.3
O=C(CN1C(=O)S/C(=C\C=C\c2ccccc2)C1=O)NC1CCS(=O)(=O)C1 (stereo unspecified)	1	8	-11	-2	2	9	-5	5	2.3
CSc1ccc(CN2C(=O)NC3(CCCCCC3)C2=O)cc1	8	-4	9	-5	0	2	-13	-4	0.8
Cc1ccc(Cc2ccc(C(=O)NNC(N)=S)o2)cc1	-11	-8	1	-3	2	-2	-4	-5	0.6

3 neighbouring records already listed, quoted:
SMILES	CHO-K1 Ca antag	CHO parental Ca	CHRM1 antagonist	M1 ag	CHRM4 agonist	CHRM1 PAM	OXTR potentiator	CHRM4 antagonist	CHO-K1 Ca ag
N#CC(=NCc1cccnc1)C1=C(O)c2ccccc2C1=O	-12	-15	-19	-2	-2	17	0	-14	-0.2
COc1ccccc1CNC(=O)C/C(C)=N/NC(=O)COc1ccc(C)cc1Br	-15	-10	-10	-6	0	-1	-2	2	0.2
Cc1ccc(NC(=O)C2CCN(c3cnccn3)CC2)cc1C	-14	-21	-9	-5	2	9	-4	-4	1.0

Full records from above. Order of screens: CHO-K1 Ca antag | CHO parental Ca | CHRM1 antagonist | M1 ag | CHRM4 agonist | CHRM1 PAM | OXTR potentiator | CHRM4 antagonist | CHO-K1 Ca ag
Profile of COc1ccc(CN2CCCC(C(=O)c3ccc(SC)cc3)C2)cc1Cn1cccn1 (stereo unspecified) = 18 | -23 | 88* | -4 | 5 | -25 | -3 | 37* | 2.2
Profile of CSc1ccc(CN2C(=O)NC3(CCCCCC3)C2=O)cc1 = 8 | -4 | 9 | -5 | 0 | 2 | -13 | -4 | 0.8
Profile of Cc1ccc(Cc2ccc(C(=O)NNC(N)=S)o2)cc1 = -11 | -8 | 1 | -3 | 2 | -2 | -4 | -5 | 0.6
Profile of O=C(CN1CCN(C2CCCCC2)CC1)c1ccc2cc[nH]c2c1 = -10 | -7 | -14 | -6 | 1 | 8 | -1 | -15 | 0.2
Profile of O=C(CN1C(=O)S/C(=C\C=C\c2ccccc2)C1=O)NC1CCS(=O)(=O)C1 (stereo unspecified) = 1 | 8 | -11 | -2 | 2 | 9 | -5 | 5 | 2.3
